Assay outcomes deposited in PubChem by several laboratories.
CHRM4 agonist = human M4 muscarinic receptor agonists, primary screen, CHO-K1 cells, Fluo-8 calcium fluorescence. CHO-K1 hM4/Gqi5; vehicle 0%, full acetylcholine response 100%. activation, % at 3 µM. 360,000 tested, 0.14% active. AID 624127, 2012;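 active = activation above the run mean over all test wells plus 3 SD, cut at about 32% in these data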;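 also: peak over basal fluorescence ratio per well then scaled between controls; 0% = DMSO wells and 100% = acetylcholine at EC100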
Target sequence (P08173 whole entry, looked up): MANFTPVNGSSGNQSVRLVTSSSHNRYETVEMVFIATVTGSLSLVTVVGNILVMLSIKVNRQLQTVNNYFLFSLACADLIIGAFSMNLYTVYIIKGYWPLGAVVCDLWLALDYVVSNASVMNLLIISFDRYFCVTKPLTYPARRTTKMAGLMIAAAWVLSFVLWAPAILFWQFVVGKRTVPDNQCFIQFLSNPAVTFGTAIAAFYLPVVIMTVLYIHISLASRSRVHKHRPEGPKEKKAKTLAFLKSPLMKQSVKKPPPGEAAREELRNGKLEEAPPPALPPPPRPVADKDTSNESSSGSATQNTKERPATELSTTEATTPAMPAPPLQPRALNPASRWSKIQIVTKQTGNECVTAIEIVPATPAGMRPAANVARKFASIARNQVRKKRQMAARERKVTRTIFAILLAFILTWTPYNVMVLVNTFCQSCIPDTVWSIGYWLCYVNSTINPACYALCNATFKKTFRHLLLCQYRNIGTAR
CRFR2-BP ag = agonists of CRF-BP/CRF-R2 complex, primary screen, cell-based, HEK293, calcium dye fluorescence, uHTS; 350,000 tested, 0.46% active; activation, % at 13.2 µM; calcium dye fluorescence (FLIPR); percent of saturating CRF peptide response; CRF-binding protein / CRF receptor 2 complex (human);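 active = activation of at least 50%, plus an integration ratio under a set limit after plate pattern correction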;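 also: plate controls were neutral control wells without compound for no effect and CRF at EC100 for full effect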
IDE inh = human IDE inhibitors in live cells, primary screen, fluorescence polarization, HEK cells, FAbetaB substrate; Insulin-degrading enzyme (Homo sapiens), P14735; inhibition, % at 5.59 µM; FAbetaB cleavage; AID 434962, 2010; 320,000 tested, 0.41% active;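 active = percent inhibition above the average of all tested compounds plus 3 SD, set per screening campaign, cut at about 16% in these data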;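 also: IDE supplied by intact live HEK cells; FP after avidin binding of uncleaved biotin substrate so inhibition keeps polarization high; 0% = DMSO wells and 100% = 60 µM reference IDE inhibitor Ii1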
M4 antag = human M4 muscarinic receptor antagonists, primary screen, CHO cells, Fluo-8 calcium fluorescence; Muscarinic acetylcholine receptor M4 (Homo sapiens), P08173; CHO-hM4 cells, ACh EC80; inhibition, % at 3 µM; 360,000 tested, 0.73% active; AID 624125, 2012;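 active = inhibition above its plate's cutoff, the mean inhibition of sample wells plus 3 SD, cut at about 27% in these data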;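 also: 0% = acetylcholine EC80 with DMSO and 100% = DMSO without agonist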
CHRM4 PAM = human M4 muscarinic receptor positive allosteric modulators, primary screen, CHO-K1 cells, Fluo-8 calcium fluorescence. CHO-K1 hM4/Gqi5, ACh EC20; 0% = ACh EC20, 100% = maximal ACh. AID 624126, 2012. Muscarinic acetylcholine receptor M4 (Homo sapiens), P08173. activation, % at 3 µM. 360,000 tested, 0.4% active;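 active = activation above its plate's cutoff, the mean activation of sample wells plus 3 SD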; also: some results filed as inactive read as strong as hits
CHRM5 PAM = human M5 muscarinic receptor positive allosteric modulators, primary screen, CHO-K1 cells, Fluo-8 calcium fluorescence | Muscarinic acetylcholine receptor M5 (Homo sapiens), P08912 | CHO-K1 hM5, ACh EC20 PAM; 0% = ACh EC20, 100% = ACh EC100 | activation, % at 3 µM | 360,000 tested, 0.3% active;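 active = activation above the run cutoff, the mean activation of all test compounds plus 3 SD, cut at about 18% in these data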
Target sequence (P08912 whole entry, looked up): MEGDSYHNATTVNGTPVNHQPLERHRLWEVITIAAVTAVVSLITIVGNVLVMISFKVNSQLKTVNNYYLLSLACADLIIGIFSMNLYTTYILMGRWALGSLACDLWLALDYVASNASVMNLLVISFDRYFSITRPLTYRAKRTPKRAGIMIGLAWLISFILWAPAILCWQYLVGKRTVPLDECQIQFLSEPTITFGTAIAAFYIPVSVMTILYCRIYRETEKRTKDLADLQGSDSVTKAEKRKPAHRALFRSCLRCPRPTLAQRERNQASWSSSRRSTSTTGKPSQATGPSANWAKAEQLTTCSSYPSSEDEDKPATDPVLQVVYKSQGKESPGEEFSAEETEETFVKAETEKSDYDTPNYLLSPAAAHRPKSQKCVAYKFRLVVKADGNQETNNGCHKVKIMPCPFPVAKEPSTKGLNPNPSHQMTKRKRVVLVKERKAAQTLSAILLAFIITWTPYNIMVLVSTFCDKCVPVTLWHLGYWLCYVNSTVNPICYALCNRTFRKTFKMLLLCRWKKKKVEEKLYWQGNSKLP
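system = human M5 receptor in CHO-K1 cells | reagent = EC20 acetylcholine as agonist stimulus | compound dosing = single-point, 3 µM nominal | incubation = Fluo-8 loading 80 min at 37 °C plus 30 min room temperature | detection = Fluo-8 calcium dye fluorescence, kinetic read | benchmarks = low control EC20 acetylcholine (0%), high control EC100 acetylcholine (100%)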
M5 ag = human M5 muscarinic receptor agonists, primary screen, CHO-K1 cells, Fluo-8 calcium fluorescence. CHO-K1 hM5 cells; 0% DMSO wells, 100% maximal acetylcholine response. 360,000 tested, 0.19% active. AID 624037, 2012. activation, % at 3 µM;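 active = activation above the run's mean over test compounds plus 3 SD, cut at about 23% in these data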;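 also: signal is peak over basal fluorescence ratio across the kinetic read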
CHRM5 antagonist = human M5 muscarinic receptor antagonists, primary screen, CHO cells, Fluo-8 calcium fluorescence | CHO-hM5 cells, ACh EC80 | inhibition, % at 3 µM | Muscarinic acetylcholine receptor M5 (Homo sapiens), P08912 | 360,000 tested, 0.59% active;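 active = inhibition above a per-plate cutoff, the mean of that plate's test compounds plus 3 SD, cut at about 27% in these data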;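 also: 0% = acetylcholine EC80 with DMSO and 100% = DMSO without agonist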
CRFBP-R2 block = antagonists of CRF-BP/CRF-R2 complex, primary screen, cell-based, HEK293, calcium dye fluorescence, uHTS. inhibition, % at 11.8 µM. AID 588475, 2011. CRF-induced calcium fluorescence. 350,000 tested, 0.59% active;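 active = inhibition of the ligand-induced calcium signal above about 50% at the single tested concentration, limit read from the data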
An asterisk follows results filed as active; · = not tested or not shown.

| IDE inh | CHRM5 PAM | M5 ag | CHRM4 agonist | M4 antag | CRFBP-R2 block | CRFR2-BP ag | CHRM4 PAM | CHRM5 antagonist | SMILES |
| --- | --- | --- | --- | --- | --- | --- | --- | --- | --- |
| · | -4 | 3 | 7 | -3 | 4 | -1.4 | -4 | 4 | CC(=O)Nc1ccc(S(=O)(=O)N[C@@H](C)C(=O)OCC(=O)c2ccc(Br)s2)cc1 |
| 1 | 2 | -4 | 1 | -24 | -7 | -0.5 | 2 | -4 | Cc1ccccc1C(=O)c1cccn1CC(=O)NC1CCCC(C)C1C (stereo unspecified) |
| 3 | -7 | 2 | 12 | -5 | -15 | -0.8 | -3 | 5 | O=S(=O)(NCCc1cn2ccccc2n1)c1ccc(F)c(C(F)(F)F)c1 |
| 4 | -4 | -4 | 0 | 2 | -3 | 0.0 | 0 | 13 | CC(=O)c1ccc(NS(=O)(=O)c2cc3c(cc2C)N(C(C)=O)CCO3)cc1 |
| · | 6 | -2 | 0 | -5 | -1 | 2.8 | 8 | -2 | COC(=O)c1ccc(NC(=O)CCCN2C(=O)NC(C)(C)C2=O)cc1 |
| 5 | 3 | 1 | 1 | 4 | 14 | -0.8 | 5 | -7 | CCOC(=O)/C(C(N)=NCc1ccco1)=C(/O)c1ccccc1 |
| -4 | -5 | 14 | 2 | 4 | -41 | 0.0 | -4 | 4 | CCOC(=O)c1ccccc1NC(=O)CN1C(=O)NC(C)(CCc2ccccc2)C1=O (stereo unspecified) |
| 3 | -1 | -7 | 0 | 11 | 13 | 0.8 | -11 | 1 | CC(C)(O)C#Cc1ccc(CN2CCN(Cc3ccsc3)C(CCO)C2)cc1 (stereo unspecified) |
| -3 | -11 | -4 | 0 | 8 | 8 | -1.0 | -10 | 14 | CC(=O)c1cc2c(cc1NC(=O)c1ccco1)OCCO2 |
| -1 | -1 | -2 | 0 | 2 | -4 | -0.7 | -1 | 14 | Cn1c(CNC(=O)c2ccc(Cl)cc2)nnc1SCC(=O)NC1=NCCS1 |
| -1 | 8 | 0 | 2 | 7 | -4 | -0.1 | -4 | -12 | O=C1N(Cc2cccnc2)C[C@@H]2C[C@@H](c3ccccc3C(F)(F)F)N3CCC[C@@]123 |
| 2 | 6 | -3 | 1 | -6 | -7 | 2.9 | 7 | -4 | CCC(=O)N1CCN(C(C)=O)C1c1ccccc1 (stereo unspecified) |
| 5 | -5 | -1 | 0 | 14 | 20 | -1.1 | -2 | 3 | Cc1ccccc1NC(=O)c1onc2c1CCCC2 |
| -1 | -12 | -12 | 0 | 1 | 3 | -0.9 | -6 | 4 | OCC1(Cc2ccccc2C(F)(F)F)CCN(Cc2ccc3c(c2)CCO3)CC1 |
| -3 | 1 | -4 | 2 | -6 | 14 | -0.1 | 3 | 0 | CCCCSc1nnc(-c2cc3c(C(F)(F)F)nn(C)c3s2)n1C |
| -1 | -9 | -6 | 0 | -1 | 8 | 0.1 | 0 | 13 | Clc1ccc(Nc2ccc(Cl)nn2)cc1 |
| 4 | 0 | 1 | 1 | 0 | 11 | -0.3 | -13 | -5 | Cc1cc(NC(=O)CN2C(=O)NC3(CCCCCC3)C2=O)no1 |
| 4 | 2 | -1 | 3 | -1 | -6 | 1.9 | 4 | 7 | Cn1cccc1C(=O)NC(=O)COC(=O)CNC(=O)c1ccc(Cl)cc1Cl |
| 3 | -2 | -3 | 0 | -18 | 6 | -0.6 | 5 | 5 | CCc1cc(C(=O)N(CCCOC)c2c(N)n(Cc3ccccc3)c(=O)[nH]c2=O)sc1C |
| 2 | -2 | -2 | -1 | 1 | 20 | -0.4 | 3 | 0 | C/C(=N\OC(=O)c1ccccc1F)c1nccs1 |

Among those listed so far, these have a thiophene ring, fused or not.
| IDE inh | CHRM5 PAM | M5 ag | CHRM4 agonist | M4 antag | CRFBP-R2 block | CRFR2-BP ag | CHRM4 PAM | CHRM5 antagonist | SMILES |
| --- | --- | --- | --- | --- | --- | --- | --- | --- | --- |
| · | -4 | 3 | 7 | -3 | 4 | -1.4 | -4 | 4 | CC(=O)Nc1ccc(S(=O)(=O)N[C@@H](C)C(=O)OCC(=O)c2ccc(Br)s2)cc1 |
| 3 | -1 | -7 | 0 | 11 | 13 | 0.8 | -11 | 1 | CC(C)(O)C#Cc1ccc(CN2CCN(Cc3ccsc3)C(CCO)C2)cc1 (stereo unspecified) |
| -3 | 1 | -4 | 2 | -6 | 14 | -0.1 | 3 | 0 | CCCCSc1nnc(-c2cc3c(C(F)(F)F)nn(C)c3s2)n1C |
| 3 | -2 | -3 | 0 | -18 | 6 | -0.6 | 5 | 5 | CCc1cc(C(=O)N(CCCOC)c2c(N)n(Cc3ccccc3)c(=O)[nH]c2=O)sc1C |

Additional records follow:
| IDE inh | CHRM5 PAM | M5 ag | CHRM4 agonist | M4 antag | CRFBP-R2 block | CRFR2-BP ag | CHRM4 PAM | CHRM5 antagonist | SMILES |
| --- | --- | --- | --- | --- | --- | --- | --- | --- | --- |
| 0 | -2 | -2 | 0 | 10 | -7 | 12 | -5 | 8 | Cc1ccc(C(=O)NCCNC(=O)c2ccco2)cc1C |
| -12 | 5 | -1 | 0 | -1 | 1 | 0.2 | 9 | -5 | CCOc1cccc(C(=O)NC2CCCCC2)c1 |
| 0 | 5 | -3 | 2 | -9 | -3 | 0.5 | 10 | -7 | Cc1ccc(S(=O)(=O)N2CCOCC2)cc1C(=O)NCc1ccccn1 |
| -1 | -7 | -4 | 0 | -20 | -52 | 2.6 | 4 | -11 | CCOC(=O)CNc1nc(C(C)(C)C)nc2c1nnn2Cc1ccccc1Cl |
| -5 | -3 | 0 | 0 | 3 | · | · | -1 | 9 | O=C(Cc1c(Cl)cccc1Cl)NC1=NCCS1 |
| 1 | 0 | 0 | 2 | -4 | 12 | -1.3 | 8 | 10 | O=C(NCC(=O)N1CCCCCCC1)c1cccc([N+](=O)[O-])c1 |
| · | -5 | 1 | 2 | -4 | · | · | 1 | -3 | CN(C)C(=O)C[C@@H]1CC[C@@H](NC(=O)C2CCC2)[C@@H](CO)O1 |
| 3 | 6 | -1 | 0 | -6 | 14 | -0.1 | 17 | -3 | Cc1ccc(C)c(-c2nnc(NC(=O)c3ccc([N+](=O)[O-])o3)o2)c1 |
| 4 | -2 | -1 | 0 | 7 | 11 | 0.8 | 1 | 5 | Cc1cnc(C(=O)NC2CC(C)(C)Cc3c2cnn3-c2cccc(F)c2)cn1 (stereo unspecified) |
| 11 | -9 | -1 | 7 | 6 | -6 | -0.8 | -8 | 8 | Clc1ccc2[nH]cc(-c3nnnn3-c3ccccc3)c2c1 |
| -9 | -4 | -1 | 4 | -3 | 4 | -1.0 | -9 | 9 | CC(C)c1ccc(NC2CCCN(C(=O)c3ccsc3)C2)cc1 (stereo unspecified) |
| -2 | 7 | 5 | 3 | 3 | -13 | 6.8 | -5 | -5 | FC(F)(F)c1ccc(Cl)c(-n2c(Cc3cccs3)n[nH]c2=S)c1 |
| 0 | -8 | -9 | 0 | -1 | -24 | 0.0 | 8 | -8 | Cc1ccc(-c2cn3nc(C)c(C)nc3n2)cc1 |
| 0 | 0 | 3 | 1 | 0 | -2 | -1.1 | 4 | -1 | Cc1ccc(CN(c2ccc(C(=O)N3CCOCC3)cc2)S(C)(=O)=O)cc1 |
| · | -3 | 0 | 1 | 3 | · | · | -3 | 2 | O=C(NCC1CCCCC1)c1ccc2sc([C@H]3C[C@H](O)[C@@H](CO)O3)nc2c1 |
| 2 | -4 | -3 | 3 | 3 | 7 | -0.4 | -10 | 11 | Cc1ccc(/C=N/NC(=O)c2cccc3ccccc23)o1 |
| 0 | -2 | -2 | 2 | 2 | -101 | 75* | -1 | 0 | C=CCn1c(=O)c2ccccc2n2c(SCC(=O)N3CCCc4ccccc43)nnc12 |
| -1 | -2 | 1 | 2 | -12 | 4 | -0.3 | 2 | 4 | O=C(CN1C(=O)NC2(CCCC2)C1=O)OCCOc1ccccc1Cl |
| 5 | -1 | -5 | -2 | -4 | 31 | 7.3 | -4 | -5 | Clc1ccc2c(c1)c1ccccc1n2CN1CCOCC1 |
| 3 | -7 | 1 | 13 | -12 | -2 | 0.8 | -7 | -2 | CCCN(Cc1nnc(-c2ccccc2Cl)o1)C(=O)c1cc(S(=O)(=O)N2CCOCC2)ccc1F |

Overlap with the part before: 2 entries; new compounds follow.
| IDE inh | CHRM5 PAM | M5 ag | CHRM4 agonist | M4 antag | CRFBP-R2 block | CRFR2-BP ag | CHRM4 PAM | CHRM5 antagonist | SMILES |
| --- | --- | --- | --- | --- | --- | --- | --- | --- | --- |
| 5 | -1 | -5 | -2 | -4 | 31 | 7.3 | -4 | -5 | Clc1ccc2c(c1)c1ccccc1n2CN1CCOCC1 |
| 3 | -7 | 1 | 13 | -12 | -2 | 0.8 | -7 | -2 | CCCN(Cc1nnc(-c2ccccc2Cl)o1)C(=O)c1cc(S(=O)(=O)N2CCOCC2)ccc1F |
| -3 | 8 | 1 | 1 | 8 | 7 | -0.7 | -2 | -2 | Cc1cc(C)c(N=C2C(=O)Nc3ccccc32)c(C)c1 |
| · | 2 | -6 | 5 | -3 | 4 | -0.8 | -7 | 8 | O=C(Nc1cccc(Cl)c1)OCCOc1ccccc1 |
| 3 | -6 | 8 | 17 | 3 | 2 | 0.6 | -5 | 1 | O=C(CCN1C(=O)/C(=C/c2ccccc2F)SC1=S)NCCc1ccc(O)cc1 |
| -4 | 3 | -1 | 0 | -1 | 19 | -1.3 | 16 | 7 | Cc1onc(C(=O)Nc2c(C)n(C)n(-c3ccccc3)c2=O)c1[N+](=O)[O-] |
| 0 | -9 | 2 | 4 | -14 | -15 | -0.6 | 11 | 4 | COCCn1ccc2c(OCC(=O)NCCc3ccc(OC)c(OC)c3)cccc2c1=O |
| 6 | 5 | -11 | 1 | -7 | 33 | -1.1 | 3 | 0 | CCCCOC(=O)c1ccc(OC(=O)c2cccnc2)cc1 |
| -6 | 2 | -5 | -1 | 7 | -5 | -5.2 | 7 | 9 | CCN(CC)C(=O)Oc1ccc(Cl)c2cccnc12 |
| 1 | -20 | 7 | 13 | 10 | 6 | -0.6 | -5 | 15 | COc1ccc(CC(=O)Nc2ccncc2Cl)cc1 |
| 4 | 2 | -2 | 0 | 4 | 8 | -1.9 | -3 | 0 | O=C(CSc1ccc(-c2ccccc2)nn1)NCc1ccco1 |

Among those listed so far, two have an aryl methoxy group:
| IDE inh | CHRM5 PAM | M5 ag | CHRM4 agonist | M4 antag | CRFBP-R2 block | CRFR2-BP ag | CHRM4 PAM | CHRM5 antagonist | SMILES |
| --- | --- | --- | --- | --- | --- | --- | --- | --- | --- |
| 0 | -9 | 2 | 4 | -14 | -15 | -0.6 | 11 | 4 | COCCn1ccc2c(OCC(=O)NCCc3ccc(OC)c(OC)c3)cccc2c1=O |
| 1 | -20 | 7 | 13 | 10 | 6 | -0.6 | -5 | 15 | COc1ccc(CC(=O)Nc2ccncc2Cl)cc1 |
